HT1080NT lethal: kills 2HG-producing HT-1080-NT fibrosarcoma cells; HT-1080-NT fibrosarcoma viability, CellTiter-Glo ATP luminescence, 48 h; Potency, µM (titrated, usually from 46.1 µM), inactives show at the highest dose activity, negative = less viability, hits mostly cytotoxic; hit rate 1.6% among 360,000;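 also: NT is the 2HG producing partner of a matched IDH1 knockdown line; potency is read from the fitted curve at half-maximal effect; 0% = DMSO-treated cells and -100% = media-only wells without cells; nearly all actives have a fitted effect of over 55% in size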
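HT-1080-NT fibrosarcoma cells (2HG-overproducing), 750 cells/well in RPMI with 5% FBS, dosed after 2 h and incubated 48 h at 37C. CellTiter-Glo luminescence normalized to DMSO and no-cell wells; concentration-response curves fitted and classed.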
D3 ag: agonists of human D3 dopamine receptor; P35462; D3R DiscoveRx beta-arrestin cells, luminescence, 90 min; max activation, %; hit rate 0.58% among 410,000; in the data active = max activation above about 30%; also: 0% is about no effect; mostly tested at two doses, the higher about 12 µM
Target sequence (P35462 whole entry, looked up): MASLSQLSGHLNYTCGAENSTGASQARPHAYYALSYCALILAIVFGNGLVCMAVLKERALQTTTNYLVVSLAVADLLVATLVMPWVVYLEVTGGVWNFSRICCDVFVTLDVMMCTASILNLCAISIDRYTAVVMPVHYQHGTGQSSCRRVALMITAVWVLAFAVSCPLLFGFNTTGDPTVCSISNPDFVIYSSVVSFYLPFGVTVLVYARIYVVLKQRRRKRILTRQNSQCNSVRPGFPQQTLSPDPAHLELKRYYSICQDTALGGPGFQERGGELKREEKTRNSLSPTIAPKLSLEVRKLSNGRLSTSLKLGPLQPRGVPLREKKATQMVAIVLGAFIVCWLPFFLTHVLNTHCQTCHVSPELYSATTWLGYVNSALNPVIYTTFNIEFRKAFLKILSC
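Agonist mode: compounds and dopamine controls were applied to plated cells for 90 min at 37 degrees C after an overnight attachment at 1500 cells/well. Luminescent read-out followed 30 - 60 minutes at room temperature with DiscoveRx detection reagent.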
KB-3-1 tox: KB-3-1 parental cell cytotoxicity | AID 1347075 | hit rate 1.4% among 400,000 | Potency, µM (top dose mostly 46.1 µM), inactives show top-dose activity change, negative = cytotoxic, hits mostly cytotoxic | KB-3-1 viability, CellTiter-Glo ATP luminescence, 72 h; also: potency is read from the fitted curve at half-maximal effect; % is scaled to controls: 0 for no effect and ±100 for the full control effect; nearly all actives have a fitted effect of over 60% in size
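Here the drug-naive KB-3-1 line serves as comparator for MDR sub-line selectivity; cells received compound titrations, 72 h at 37 °C, then CellTiter-Glo readout.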
HT1080 IDH1KD tx: toxicity to HT-1080 IDH1 knockdown cells (counter line). HT-1080 IDH1 knockdown viability, ATP luminescence, 48 h. Potency, µM (doses to about 46.1 µM), inactives show top-dose activity, negative = toxicity, actives largely listed as cytotoxic. hit rate 2% among 360,000. AID 686971;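 also: potency is read from the fitted curve at half-maximal effect; 0% = DMSO wells and -100% = cell-free medium wells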
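Viability of IDH1-knockdown HT-1080 fibrosarcoma cells was assessed by CellTiter-Glo after 48 h at 37 °C with titrated compound; concentration-effect curves were classified by fit quality and response size.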
KB-V1 cytotox: KB-V1 MDR subline cytotoxicity; KB-V1 MDR cells viability, CellTiter-Glo, 72 h; Potency, µM (highest dose often 46.1 µM), for the others: at the highest dose activity change, negative = cytotoxicity, actives largely listed as cytotoxic; hit rate 3.4% among 400,000; AID 1347076; also: potency is read from the fitted curve at half-maximal effect; % is scaled to controls: 0 for no effect and ±100 for the full control effect; nearly all actives have a fitted effect of over 60% in size
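Cytotoxicity toward P-gp-expressing KB-V1 cells was determined as loss of CellTiter-Glo luminescence after 72 h at 37 degrees C. Compounds were tested in quantitative HTS format across a concentration range, with curves fitted to normalized data.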
IL-1B inflam inh: blocks inflammasome-driven IL-1 beta release. hit rate 4.7% among 360,000. activity change, % at 57.5 µM. THP-1 LPS/ATP IL-1B secretion, AlphaLISA, 16 h; active compounds read low; in the data active = activity change below about -50%; inconclusive = mostly about -30% to -49%; also: % is scaled to controls: 0 for no effect and ±100 for the full control effect
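THP-1 cells pretreated 1 hr with compounds (up to 57.5 uM final), then stimulated with LPS (250 ng/mL final) plus ATP (1.25 mM final); secreted IL-1B measured by AlphaLISA after 16 hr, decreased signal indicating inhibition.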
GLP1R cytotox: cytotoxicity in counter-screen for GLP-1R inverse agonists | HEK293 cAMP-luciferase reporter cells, luminescence, 24 h | Potency, µM (doses to about 38.3 µM), for inactives: at the highest dose activity change, negative = inhibition, actives largely listed as inhibitors | hit rate 0.13% among 410,000 | AID 624418;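 also: loss of luciferase light is scored as toxicity; potency is read from the fitted curve at half-maximal effect; % is scaled to controls: 0 for no effect and ±100 for the full control effect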
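MLSMR compounds, 24 hr on cells at 37 deg C/5% CO2; luminescence after luciferase reagent (12 min RT). Inhibition counted as the undesired cytotoxic outcome.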
MCF10A rereplic: induces DNA re-replication in MCF 10a normal breast cells. Potency, µM (series often up to 46.1 µM), without a hit: top-dose activity, positive = re-replication, hits mostly activators. hit rate 2.9% among 350,000. MCF 10A DNA re-replication, Hoechst nuclear intensity, 48 h; also: potency is read from the fitted curve at half-maximal effect; % of control where 0% means no effect; nearly all actives have a fitted effect of over 50% in size
SW480 rerep: inducers of DNA re-replication in SW480 colon cancer cells | SW480 DNA re-replication, Hoechst DNA content imaging, 48 h | Potency, µM (highest dose often 46.1 µM), for inactives: at the highest dose re-replication activation, most hits filed as activators | hit rate 1.8% among 340,000; also: potency is read from the fitted curve at half-maximal effect; % of control where 0% means no effect; nearly all actives have a fitted effect of over 55% in size
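Image-based DNA-content assay: after two days of treatment, nuclei were labelled with the DNA dye Hoechst and imaged, and hits were compounds raising the count of nuclei showing high fluorescence intensity.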
Starred values were filed as active, the others as inactive; u = inconclusive; x = not tested or not shown; & = joins results of further samples; [ ] = dose if it differs, or a comment. Unless noted, calls follow the shape of the dose curve; as a rule, active = well fitted curve in the direction sought with a large enough effect; inconclusive = small, poorly fitted or top-dose-only effect, or another doubt; inactive = no such curve, though single readings can be large; an effect the other way counts as inactive or inconclusive.

SMILES	HT1080NT lethal	D3 ag	KB-3-1 tox	HT1080 IDH1KD tx	KB-V1 cytotox	IL-1B inflam inh	GLP1R cytotox	MCF10A rereplic	SW480 rerep
COc1ccc(C)cc1C(=O)C1CC(C(=O)O)C(C)(C)C1C (stereo unspecified)	8%	1	-2%	14%	-5%	7	-7%	1%	1%
COc1ccc(/C=C2\SC(=S)N(c3cccnc3)C2=O)cc1	8%	6	9%	6%	8%	16	2%	24%	-28%
CCOC(=O)C1=C(COC(=O)CCc2ccccc2)NC(=O)NC1C (stereo unspecified)	-3%	-5	9%	1%	u	6	3%	3%	-10%
COC(=O)[C@@]1(Sc2ccc(C)cc2)CC(=O)N[C@@H]1c1ccccc1	14%	4	16%	3%	15%	11	-17%	x	x
Cc1c(C(=O)Nc2ccc(F)cc2)oc2ccc(S(=O)(=O)N3CCCC3)cc12	-7%	1	8%	0%	-5%	12	-15%	0%	-9%
CCc1ccccc1NC(=O)C(CC)Sc1ncnc2c1sc1ccccc12 (stereo unspecified)	x	1	9%	x	5%	x	1%	x	x
Cc1cccc(S(=O)Cc2ccc(C(=O)NC3CCN(Cc4ccccc4)CC3)o2)c1 (stereo unspecified)	-1%	-21	-16%	2%	-18%	-29	-5%	11%	9%
O=C(NCc1cccc(F)c1)c1noc2c1CCCC2	u	3	-19%	u	0%	-4	-4%	3%	u
COc1ccc(N2CCN(c3ccc(NC(=O)C4CCCCC4)cc3C#N)CC2)cc1	12%	3	23%	3%[9.24 µM]	-5%	15	-13%	0%	-7%
Cc1cc(C(=O)N2CCCC(C(=O)c3ccc4ccccc4c3)C2)nn1C (stereo unspecified)	-3%	5	1%	-25%	u	-9	3%	14%	1%
COC(=O)/C(C#N)=C1/C=Cc2ccccc2N1	-2%	30	-9%	1%	-9%	42	58%[activator]	-7%	-3%
CC(C)CCC(=O)N1CCC(N2CCC(C(=O)NCc3ccccn3)CC2)CC1	9%	15	22%	18%	u	30	-3%	3%	-31%
CN(C(=O)c1ccc(NC(=O)Cc2cccc(NC(=O)C3CCN(C(=O)C4CC4)CC3)c2)cc1)C1CCCC1	1%	0	-14%	0%	-13%	-13	1%	u	-1%
COCCCN(C(=O)CSCC(=O)Nc1ccc(C)cc1)c1c(N)n(Cc2ccccc2)c(=O)[nH]c1=O	0%	0	-11%	0%	-22%	14	3%	-2%	1%
CCN(CC)S(=O)(=O)c1ccc(N2CCOCC2)c(NC(=O)COc2ccc(Cl)cc2)c1	7%	1	-2%	-1%	-22%	0	3%	4%	-6%
CC1CN(C(=O)CCC(=O)NC2CCCCC2)c2ccccc2S1 (stereo unspecified)	3%	-3	-6%	-1%	-20%	u	3%	10%	-2%
Cc1ccc(C)c(S(=O)(=O)NCCC(=O)N2CCCC(C(N)=O)C2)c1 (stereo unspecified)	-4%	0	2%	-3%	-3%	5	11%	6%	12%
NC(=O)c1ccc(NC(=O)CSc2nnc(-c3cccnc3)n2Cc2ccco2)cc1	13%	-4	0%	9%	-14%	-2	3%	u	u
CSc1ccc(CN(C)C(=O)CNC(=O)c2ccc3c(c2)OCO3)cc1	2%	-2	-9%	14%	21µM*	-13	-20%	14%	-4%
CN1CCN(C(=O)c2cc3ccccc3oc2=O)CC1	23%	0	8%	24%	15%	29	6%	-4%	-1%
O=C(O)c1cccc(NC(=S)N/N=C/c2ccccc2OCc2cccc(Br)c2)c1	1%	0	12%	9%	0%	7	-5%	u	3%
O=C(C1CCCCC1)N1CCN(c2ccccc2F)CC1	23%	-2	21%	14%	-19%	-4	-10%	-15%	-4%
O=C(CCc1nnc(COc2ccccc2)o1)NCCc1cccs1	-1%	-6	3%	3%	8%	37	-11%	2%	-7%
CC(=O)Nc1ccc(NC(=O)CSC2=NS(=O)(=O)c3ccccc3N2)cc1	15%	-11	0%	20%	0%	25	12%	-17%	90%
COc1ccccc1NC(=O)C(C)OC(=O)/C(=C/c1ccccc1)NC(C)=O (stereo unspecified)	-7%	-6	2%	-14%	u	32	5%	12%	7%
COC(=O)[C@]12CCCCC=C1N(Cc1ccc(Cl)cc1Cl)C(=O)[C@H](CC(=O)NCCCN1CCCC1=O)C2	-11%	4	-7%	-1%	u	-18	-9%	x	x
CC(=O)NCCCc1nc2ccccc2n1Cc1c(F)cccc1Cl	0%	9	0%	-2%	-21%	14	-19%	3%	-9%
O=C(Cn1cnc2ccccc2c1=O)c1ccc(Cl)cc1	12%	0	-1%	11%	2%	-13	-13%	-3%	2%
CCOc1ccccc1NC(=O)c1c(NCc2ccc(C)o2)sc2c1CCC(C)C2 (stereo unspecified)	x	-25	-1%	x	-15%	x	-1%	x	x
O=C(NCc1ccc(Cl)cc1)C1CCC(=O)N(C2CCCCCC2)C1 (stereo unspecified)	0%	13	x	9%	x	-2	1%	-1%	-1%
Nc1ccc(S(=O)(=O)NN=Cc2ccccc2[N+](=O)[O-])cc1	10%	2	1%	13%	4%	-8	-10%	7%	-4%
O=C(Cn1nnc2sc3c(c2c1=O)CCCC3)Nc1ccc(F)c(Cl)c1	x	-1	1%	x	1%	x	-14%	x	x
COc1ccccc1CC(NC(C)=O)C(=O)NC1CCN(C(=O)Nc2ccccc2Cl)CC1 (stereo unspecified)	2%	0	1%	3%	2%	5	-4%	0%	-108%[inhibitor]
Cc1cc(NC(=O)CSc2cc(C)c3ccccc3n2)no1	10%	3	23%	-1%	-5%	9	1%	-6%	-1%
CCOc1ccc2nc(NC(=O)Nc3cccs3)sc2c1	10%	2	0%	2%	15%	u	-34%	0%	-7%
COc1ccc(N2CCN(CCCNC(=O)Nc3ccccc3Cl)CC2)cc1	x	-17	u	x	-3%	x	-3%	x	x
CC(Oc1ccc2oc(-c3ccccc3)c(C(=O)O)c2c1)C(=O)O (stereo unspecified)	8%	2	2%	15%	2%	-7	9%	5%	0%
Cc1nc2nc(-c3ccco3)[nH]n2c(=O)c1C	6%	9	-2%	-6%	1%	-5	8%	-3%	0%
O=C(NC1CCC(C(=O)O)CC1)OCc1ccccc1 (stereo unspecified)	9%&19%&16%	6&-3&-7	0%&0%&10%	13%&15%&12%	10%&29%&2%	4&19&4	5%&-12%&3%	0%&-1%	0%&1%
CC(C)c1ccccc1NC(=O)C(Cc1c[nH]c2ccccc12)NC(=O)OC(C)(C)C (stereo unspecified)	x	-6	-14%	x	-21%	x	-12%	x	x
CCN(CC)S(=O)(=O)c1ccc(N2CCOCC2)c(NS(=O)(=O)c2ccc(OC)cc2)c1	8%	-9	5%	-2%	-16%	0	21%	-3%	-9%
CN1CCCN(C(=O)CC2(CC(=O)O)CCCC2)CC1	11%	-3	14%	10%	u	-3	-9%	5%	-14%
Cc1ccc(OCc2ccc([N+](=O)[O-])cc2)c([N+](=O)[O-])n1	16%	0	3%	5%	-2%	3	1%	-5%	-8%
OCC1(Cc2cccc(C(F)(F)F)c2)CCN(Cc2cc3ccccc3o2)CC1	21µM*	28	u	18µM*	u	-136*	u	23µM*	u
CCOC(=O)c1c(NC(=O)c2nn(CC)cc2Br)sc2c1CCCCC2	8%	0	-6%	9%[9.24 µM]	3%	u	5%	-5%	-4%
COC(=O)C1=C(C)NC(=O)NC1c1cn(-c2ccccc2)nc1-c1ccc(OC)c(Cl)c1 (stereo unspecified)	x	2	0%	x	-5%	x	-1%	x	x
COc1ccc(N2CCN(Cc3nc4c(c(=O)n(C)c(=O)n4C)n3C(C)C)CC2)cc1	x	1	16µM*	x	-12%	x	1%	x	x
NC(=O)[C@@H]1CCCN1Cc1nc(-c2cccs2)no1	12%	3	-1%	7%	1%	10	-4%[0.307 µM]	1%	-8%
CC[C@]12c3[nH]c4cc(-c5ccco5)ccc4c3CCN1C(=O)[C@@H](CC(=O)NCc1cccc(C(F)(F)F)c1)C[C@@H]2C(=O)N1CCN(C(=O)c2ccco2)CC1	-11%	-4	u	-21%	-1%	-51*	-13%	19%	-4%[9.22 µM]
C#CCN(C[C@H]1[C@H](OC(=O)NC2CC2)[C@H](OC(=O)NC2CC2)C[C@@H](C(=O)OC)[C@H]1C(=O)OC)S(=O)(=O)c1ccc(C)cc1	13%	-6	22%	4%	u	-25	-5%	x	x

3 of these compounds, reformatted.
| Molecule | HT1080NT lethal | D3 ag | KB-3-1 tox | HT1080 IDH1KD tx | KB-V1 cytotox | IL-1B inflam inh | GLP1R cytotox | MCF10A rereplic | SW480 rerep |
| --- | --- | --- | --- | --- | --- | --- | --- | --- | --- |
| CCN(CC)S(=O)(=O)c1ccc(N2CCOCC2)c(NS(=O)(=O)c2ccc(OC)cc2)c1 | 8% | -9 | 5% | -2% | -16% | 0 | 21% | -3% | -9% |
| CN1CCCN(C(=O)CC2(CC(=O)O)CCCC2)CC1 | 11% | -3 | 14% | 10% | u | -3 | -9% | 5% | -14% |
| Cc1ccc(OCc2ccc([N+](=O)[O-])cc2)c([N+](=O)[O-])n1 | 16% | 0 | 3% | 5% | -2% | 3 | 1% | -5% | -8% |

Other compounds follow:
SMILES	HT1080NT lethal	D3 ag	KB-3-1 tox	HT1080 IDH1KD tx	KB-V1 cytotox	IL-1B inflam inh	GLP1R cytotox	MCF10A rereplic	SW480 rerep
CCOc1cc(C(=S)N2CCCC2)ccc1OCC(=O)Nc1c(C)cc(C)cc1C	-16%	-17	-13%	-6%	u	-4	-5%	-8%	-1%
COc1cc(SC)ccc1C(=O)Nc1cc(C)c(OCC(=O)N2CCOCC2)c(C)c1	2%	2	20%	2%	u	15	-29%	2%	9%
O=C(CCCc1c[nH]c2ccccc12)N1CCCCCC1	0%	6	7%	4%	0%	-16	-4%	u	0%
Cc1cc2nc3c(nc2cc1C)CCCC3	-1%	-2	-1%	2%	-1%	-5	-7%	27%	-11%
COc1cccc(-c2nc3c(C#N)c[nH]n3c2NC2CCCCC2)c1	x	-2	5%	x	-14%	x	-2%	x	x
CSc1ccccc1NC(=O)CN1CCCCC1	5%	-2	-11%	1%	-14%	10	-1%	23%	-6%
Cc1ccc(C(NC(N)=O)c2ccccc2)cc1 (stereo unspecified)	u	-9	4%	u	-1%	6	30%	u	u
